TROY signal inh – inhibitors of TROY-driven NF-kB signaling, primary screen, Q293 LMP1-TROYcd cells, NF-kB luciferase, uHTS | 360,000 tested, 0.98% active | inhibition, % at 10 µM | Q293 LMP1-TROYcd NF-kB luciferase reporter, 4 h;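 active means compounds whose plate-normalised and pattern-corrected inhibition of the luciferase reporter signal at the single screening dose is 50% or more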
Granule exo inh – LAMP-1 surface exposure blockers, TALL-104 cells – cell-based, flow cytometry, MLPCN library, primary screen | TALL-104 LAMP-1 surface exposure; cells stimulated with thapsigargin and PMA | inhibition, % at 10 µM | 360,000 tested, 0.66% active | AID 651702, 2012;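 active means inhibition above about 55%, limit read from the data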
NR5A2 inv ag – LRH-1 (NR5A2) inverse agonists, primary screen, cell-based, luminescence, HEK293T, StAR-luciferase reporter; Nuclear receptor subfamily 5 group A member 2 (Homo sapiens), O00482; LRH-1 transfected, 24 h; inhibition, % at 3.6 µM; 360,000 tested, 0.13% active; AID 602396, 2012;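 active means inhibition above the mean inhibition of all tested compounds plus 3 SD, cut at about 73% in these data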;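 further: 0% = DMSO wells and 100% = reporter-only cells lacking LRH-1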
SRC3 inh – SRC3 coactivator transcriptional activity inhibitors, primary screen, cell-based, luminescence. Nuclear receptor coactivator 3 (Homo sapiens), Q9Y6Q9. HEK293 GAL4-SRC3 luciferase reporter. inhibition, % at 3.6 µM. 360,000 tested, 0.17% active;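 active means inhibition above a per-campaign cutoff, the mean of all compounds plus 3 SD, cut at about 60% in these data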;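 further: 0% = DMSO-treated cells and 100% = gossypol-treated cells at 36 µM; higher means less SRC3-driven luciferase light from the GAL4 reporter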
TLR9-MyD88 inh – inhibitors of TLR9-MyD88 association in cells, primary screen, cell-based, CHO, BLA complementation, fluorescence; Toll-like receptor 9 (Homo sapiens) + Myeloid differentiation primary response protein …; CCF4 FRET ratio; inhibition, % at 4.98 µM; 340,000 tested, 0.21% active; AID 504734, 2011;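 active means inhibition above the mean over all tested compounds plus 3 SD, cut at about 21% in these data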;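 further: 0% = DMSO only wells and 100% = clavulanate BLA inhibitor control wells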
Target sequence (Q99836 whole entry, looked up): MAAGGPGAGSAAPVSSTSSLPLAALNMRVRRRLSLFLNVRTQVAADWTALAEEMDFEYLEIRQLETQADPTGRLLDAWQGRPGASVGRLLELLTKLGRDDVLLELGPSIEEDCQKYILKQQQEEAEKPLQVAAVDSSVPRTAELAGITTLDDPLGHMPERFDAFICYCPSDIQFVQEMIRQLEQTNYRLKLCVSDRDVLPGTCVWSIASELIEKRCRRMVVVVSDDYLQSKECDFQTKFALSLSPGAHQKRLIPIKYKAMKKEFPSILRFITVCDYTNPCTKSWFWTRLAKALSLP
Target sequence (Q9NR96 whole entry, looked up): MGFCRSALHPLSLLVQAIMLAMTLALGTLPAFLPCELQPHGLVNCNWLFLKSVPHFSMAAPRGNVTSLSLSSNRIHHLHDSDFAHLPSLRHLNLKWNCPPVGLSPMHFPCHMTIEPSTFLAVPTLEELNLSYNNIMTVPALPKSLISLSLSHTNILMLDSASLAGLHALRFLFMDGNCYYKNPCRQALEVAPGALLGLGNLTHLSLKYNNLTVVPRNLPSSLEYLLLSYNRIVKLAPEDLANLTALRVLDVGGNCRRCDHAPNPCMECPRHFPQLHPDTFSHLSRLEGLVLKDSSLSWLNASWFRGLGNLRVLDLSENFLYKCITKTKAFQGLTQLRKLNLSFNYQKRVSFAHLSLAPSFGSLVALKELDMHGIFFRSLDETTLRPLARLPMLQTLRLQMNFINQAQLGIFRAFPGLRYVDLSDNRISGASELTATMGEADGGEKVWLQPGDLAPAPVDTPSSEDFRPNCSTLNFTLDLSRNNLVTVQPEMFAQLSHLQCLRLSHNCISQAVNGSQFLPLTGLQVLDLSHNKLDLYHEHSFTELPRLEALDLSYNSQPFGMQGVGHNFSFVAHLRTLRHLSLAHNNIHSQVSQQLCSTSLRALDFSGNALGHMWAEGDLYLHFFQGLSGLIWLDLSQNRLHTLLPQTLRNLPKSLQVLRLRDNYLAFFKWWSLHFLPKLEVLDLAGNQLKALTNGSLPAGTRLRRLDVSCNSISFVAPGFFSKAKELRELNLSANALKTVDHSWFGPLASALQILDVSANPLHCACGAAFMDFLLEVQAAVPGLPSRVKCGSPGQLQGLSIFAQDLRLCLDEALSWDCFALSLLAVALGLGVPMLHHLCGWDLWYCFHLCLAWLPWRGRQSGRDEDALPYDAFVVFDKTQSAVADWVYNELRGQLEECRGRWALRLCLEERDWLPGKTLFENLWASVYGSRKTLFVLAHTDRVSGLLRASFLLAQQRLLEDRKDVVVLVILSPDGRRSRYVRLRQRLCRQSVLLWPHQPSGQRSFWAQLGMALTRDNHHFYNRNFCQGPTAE
NOD2-RIPK2 inh – NOD2-RIPK2 binding disruptors in cells, primary screen, fluorescence, CHO cells, BLA complementation. Receptor-interacting serine/threonine-protein kinase 2 (Homo sapiens), O43353. inhibition, % at 4.98 µM. 360,000 tested, 0.38% active. AID 624267, 2012. CCF4 ratio; in the data active means inhibition above about 21%;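 further: 0% = vehicle only and 100% = reference blocker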
ABHD5-PLIN5 inh – ABHD5-PLIN5 interaction inhibitors, primary screen, cell lysate, split luciferase complementation, luminescence; Split G. princeps luciferase complementation, 4 h; inhibition, % at 4 µM; 360,000 tested, 0.78% active; AID 602281, 2012;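 active means inhibition above the mean inhibition across every tested compound plus 3 SD, cut at about 22% in these data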;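 further: 0% = DMSO only wells and the 100% control is not disclosed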
TWEAK Fn14 block – inhibitors of TWEAK-Fn14 signaling, primary screen, luciferase reporter cells, uHTS | TWEAK-stimulated Fn14 reporter cells, luciferase luminescence, 8 h | inhibition, % at 10 µM | 360,000 tested, 2% active; in the data active means inhibition above about 50%
COUP-TFII inh – NR2F2 transcriptional activity inhibitors, primary screen, cell-based, luciferase reporter, HEK293T, luminescence; inhibition, % at 8.6 µM; 370,000 tested, 0.7% active; AID 686940, 2013; HEK293T NGFI-A luciferase reporter; COUP transcription factor 2 (Homo sapiens), P24468;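 active means inhibition above a per-plate cutoff, mean inhibition of test wells between control levels plus 3 SD, cut at about 38% in these data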;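 further: cells cotransfected with COUP-TFII expression vector driving the NGFI-A reporter; 0% = median of COUP-TF2 test wells and 100% = reporter-only cells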
SRC2 inh – inhibition of GAL4-SRC2 driven luciferase reporter, primary screen, SRC2 inhibitor project, cell-based, luminescence | Nuclear receptor coactivator 2 (Homo sapiens), Q15596 | HEK293 GAL4-SRC2 luciferase reporter | inhibition, % at 9 µM | 370,000 tested, 0.17% active | AID 651957, 2012;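 active means inhibition above the mean inhibition of all tested compounds plus 3 SD, set per campaign, cut at about 52% in these data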;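 further: 0% = DMSO treated cells and 100% = cells given Gossypol at 36 µM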
SRC1 inh – SRC1 coactivator transcriptional activity inhibitors, primary screen, cell-based, luminescence; Nuclear receptor coactivator 1 (Homo sapiens), Q15788; HEK293 GAL4-SRC1 luciferase reporter; inhibition, % at 3.6 µM; 360,000 tested, 0.12% active; AID 588354, 2011;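 active means inhibition above the campaign mean plus 3 SD, with each screening campaign given its own cutoff, cut at about 60% in these data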;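 further: 0% = DMSO treated cells and 100% = gossypol at 36 µM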
Starred values were filed as active, the others as inactive; . = not tested or not shown.

SMILES	TROY signal inh	Granule exo inh	NR5A2 inv ag	SRC3 inh	TLR9-MyD88 inh	NOD2-RIPK2 inh	ABHD5-PLIN5 inh	TWEAK Fn14 block	COUP-TFII inh	SRC2 inh	SRC1 inh
CNC(=O)CN1C(=O)c2cccc3cccc1c23	.	-3	4	10	-4	0	1	5	-10	-5	4
CC(=O)OCC(=O)Nc1ccc(Cl)cc1Cl	.	-2	1	13	3	7	0	54*	-8	6	-1
Cc1ccccc1NC(=S)NCCSc1ccc(Cl)cc1	16	2	12	8	2	4	-1	-23	4	-5	4
CC(=O)c1cc(-c2ccccc2)n(CC(=O)N2CCCC2)c1C	10	-5	-15	8	5	-9	2	-4	-2	-20	13
CCOC(=O)/C(C#N)=C/c1c[nH]c2ccccc12	-65	-4	-9	-41	0	-1	4	-10	-21	-25	-34
CCNC(=O)c1cnn(-c2ccccc2)c1-c1ccccc1	-48	-4	11	-14	-7	1	7	-7	5	30	9
COc1ccc(CC(=O)Nc2oc(-c3ccccc3)c(-c3ccccc3)c2C#N)cc1OC	0	-6	1	-20	5	-5	3	37	-7	11	-61
Cn1c(=O)oc2ccccc2c1=O	-2	1	-16	-9	1	1	3	-7	-6	-31	-1
N[C@@H](Cc1ccccc1)c1nnc(SC/C=C/c2ccccc2)o1	3	1	-10	7	8	-5	0	7	-5	11	-1
CCOC(=O)N1CCN(c2cc(=O)n(-c3ccc(C)cc3)c(=O)[nH]2)CC1	4	0	7	13	2	-3	16	9	2	5	-11
O=C(COC(=O)CCC(=O)c1cccs1)NCCc1ccccc1	1	7	4	-15	-3	-12	-1	9	13	-9	7
O=C(NCCN1CCCCC1)Nc1cccc(Cl)c1Cl	-6	0	17	17	-6	-30	14	10	-10	-13	17
COc1ccccc1NC(=O)COC(=O)CNC(=O)c1ccc(OC)c(OC)c1	3	0	-7	13	6	4	-4	-3	-4	-18	-6
Cc1ccc(C(=O)NC(=S)Nc2cc(-c3nc4ccccc4s3)ccc2C)cc1	-15	-8	-129	-52	5	-3	2	-4	-18	-56	-99
CCc1ccc(/C=N/NC(=O)Cc2cccn2C)cc1	-26	2	-13	-24	-7	-4	5	-3	-12	-17	-43
CCN1CCN(C(=O)c2ccccc2N(Cc2ccccc2)S(=O)(=O)c2ccc(OC)cc2)CC1	3	-4	8	2	1	-12	6	13	-3	-41	3
Cc1cccc(NC(=S)NC(=O)Cc2ccccc2)c1C	-1	-16	-5	-14	-7	8	2	-17	12	-8	18
COc1ccc(C2(O)CCN(C(=O)Cc3cccnc3)CC2)cc1	-11	-2	11	3	10	-1	-1	-2	-13	-13	-3
CCc1nc2ccc(C(=O)NCc3ccccc3OC)cn2c1N(CC)CCOC	-11	-4	8	8	.	4	1	-1	0	12	-5
Cc1ccc(C(=O)N2CCCCCC2)cc1S(=O)(=O)Nc1ccccc1	-3	3	-15	20	-21	-4	-6	-6	12	-14	-9
COc1cc(OC)c(NC(=O)c2sc3ncn(CC(=O)N4CCN(c5ccccn5)CC4)c(=O)c3c2C)cc1Cl	-32	-4	18	-17	6	5	8	-39	10	-27	-1
CCOC(=O)c1ccccc1NC(=O)CC1SC(=NC)N(C)C1=O (stereo not given)	18	3	-8	-2	1	2	-7	-12	-2	-26	1
Cc1cc(C)nc(NS(=O)(=O)c2ccc(N3C(=O)C4CC=C(Cl)CC4C3=O)cc2)n1 (stereo not given)	-1	5	8	11	2	-3	1	1	13	-13	-14
COc1ccc(C2=NNC(c3ccco3)=Nc3ccc(F)cc32)cc1	-35	-2	-29	3	-3	-14	1	-8	-10	10	-4
NNC(=O)/C(=C\c1ccc(Br)cc1)NC(=O)c1cccs1	7	1	5	8	1	2	-1	-7	12	12	-14
CCN(Cc1ccccc1)C(=O)/C=C/c1ccccc1[N+](=O)[O-]	13	1	-12	8	-3	-4	-2	-25	0	5	-6
COC(=O)c1ccc(NC(=O)C(=O)N2CCN(C(=S)NCCc3ccccc3)CC2)cc1	-4	-3	9	15	-3	-33	3	-1	4	-5	-1
O=C(OCc1cc2ccccc2[nH]c1=O)C1CCCCC1	-13	2	1	-21	-10	4	-2	-5	-8	8	0
CSc1ccc(CN2CCC(CO)(Cc3ccc(Cl)cc3)CC2)cc1	26	6	9	16	7	-3	15	4	8	-12	-6
COc1ccc(OC)c(NC(=O)CSc2nncc3ccccc23)c1	-3	-6	6	23	3	-4	13	19	11	8	-29
O=C(Nc1cccc2ccccc12)c1ccc(Br)o1	16	-1	6	10	-1	0	-3	6	13	1	-9
O=S(=O)(Nc1cccc(-n2cnnn2)c1)c1cc(Br)ccc1Br	10	-3	-14	0	-6	-4	9	20	-12	-19	8
Cc1ccc(/C=C2\OC(=O)c3ccccc32)cc1	-77	3	-63	-48	-1	0	-7	-8	-34	-54	-63
Cc1cc(=O)oc2cc(OC(C)C(=O)NCc3ccccn3)ccc12 (stereo not given)	7	-3	-7	-6	4	7	-5	-4	2	0	5
N#Cc1ncccc1CCc1cccc(Cl)c1	-8	-7	-10	-3	-1	-5	3	-11	9	-20	1
COC(=O)[C@@]1(C)[C@H]2C(=O)N(Cc3ccccc3)C(=O)[C@H]2[C@H]2CN=C(SC)N21	9	0	-8	2	-1	6	-4	21	-3	-35	1
O=C(NCc1cccc(C(F)(F)F)c1)c1csc(COCCO)n1	2	-8	3	8	.	3	6	0	0	-7	12
CCOC(=O)N1CCC(NC(=O)c2ccc(CNS(=O)(=O)c3ccc(F)cc3)cc2)CC1	-3	-6	8	0	-12	-5	5	-10	.	.	5
COc1ccccc1N1CCN(C(=O)c2cc3cc(Br)ccc3oc2=O)CC1	-1	6	-5	8	9	9	3	0	3	-5	5
Cc1ccccc1-c1nnc(SCC(=O)N(C)C2CCS(=O)(=O)C2)n1C (stereo not given)	-6	-1	5	14	0	-30	11	-9	4	6	3
COc1ccc(OC)c(/C=C2\SC(=S)N(C(C(=O)O)c3ccccc3)C2=O)c1 (stereo not given)	29	4	6	4	2	-9	-16	-21	15	19	0
COCCNC(=O)C(c1ccc(C)cc1)N(CCOC)C(=O)CCC(=O)Nc1ccccn1 (stereo not given)	1	19	0	9	-6	-11	3	32	-22	-29	5
N#CC1=C(N)Oc2n[nH]c(-c3ccccc3)c2C1c1cccnc1 (stereo not given)	1	1	-16	-13	-1	-10	-19	7	3	2	7
O=C(Nc1nnc(-c2ccc3c(c2)CCCC3)o1)c1c(F)cccc1F	22	-3	12	10	4	0	1	53*	2	24	3
Cc1ccc(/C=C/C(=O)NC2CCS(=O)(=O)C2)cc1 (stereo not given)	-7	2	-12	-4	3	-3	5	-6	-16	-26	-17
CC(=O)N1CCN(CCN(CC2C(C)C=C(C)CC2C)C(C)=O)CC1 (stereo not given)	0	-1	-8	3	0	-6	8	-10	2	-45	4
O=C(NC(c1ccc(F)cc1)c1ccc2ccccc2n1)C1CCN(CCOc2ccc(Cl)cc2)CC1 (stereo not given)	22	47	21	16	.	-7	12	6	4	-19	15
CCSC1(SCC)N=C(N)C2(C#N)C(c3ccccc3)NC(C)=CC12C#N (stereo not given)	.	-2	-6	0	-1	-3	6	22	0	10	8
Clc1ccc(COn2c(-c3ccccc3)nc3ccccc32)cc1	-39	0	2	15	0	-5	2	25	27	11	13

Entries above that have an aryl methoxy group, in the order listed:
SMILES	TROY signal inh	Granule exo inh	NR5A2 inv ag	SRC3 inh	TLR9-MyD88 inh	NOD2-RIPK2 inh	ABHD5-PLIN5 inh	TWEAK Fn14 block	COUP-TFII inh	SRC2 inh	SRC1 inh
COc1ccc(CC(=O)Nc2oc(-c3ccccc3)c(-c3ccccc3)c2C#N)cc1OC	0	-6	1	-20	5	-5	3	37	-7	11	-61
COc1ccccc1NC(=O)COC(=O)CNC(=O)c1ccc(OC)c(OC)c1	3	0	-7	13	6	4	-4	-3	-4	-18	-6
CCN1CCN(C(=O)c2ccccc2N(Cc2ccccc2)S(=O)(=O)c2ccc(OC)cc2)CC1	3	-4	8	2	1	-12	6	13	-3	-41	3
COc1ccc(C2(O)CCN(C(=O)Cc3cccnc3)CC2)cc1	-11	-2	11	3	10	-1	-1	-2	-13	-13	-3
CCc1nc2ccc(C(=O)NCc3ccccc3OC)cn2c1N(CC)CCOC	-11	-4	8	8	.	4	1	-1	0	12	-5
COc1cc(OC)c(NC(=O)c2sc3ncn(CC(=O)N4CCN(c5ccccn5)CC4)c(=O)c3c2C)cc1Cl	-32	-4	18	-17	6	5	8	-39	10	-27	-1
COc1ccc(C2=NNC(c3ccco3)=Nc3ccc(F)cc32)cc1	-35	-2	-29	3	-3	-14	1	-8	-10	10	-4
COc1ccc(OC)c(NC(=O)CSc2nncc3ccccc23)c1	-3	-6	6	23	3	-4	13	19	11	8	-29
COc1ccccc1N1CCN(C(=O)c2cc3cc(Br)ccc3oc2=O)CC1	-1	6	-5	8	9	9	3	0	3	-5	5
COc1ccc(OC)c(/C=C2\SC(=S)N(C(C(=O)O)c3ccccc3)C2=O)c1 (stereo not given)	29	4	6	4	2	-9	-16	-21	15	19	0

Screening data from PubChem BioAssay.

A portion of the library; the hit share may differ from the screen's.
